High-throughput results (PubChem)
NALP1 yeast inh – blocks the NALP1 inflammasome reconstituted in yeast; S. cerevisiae NALP1/ASC/caspase-1 growth, X-gal OD620, 72 h; inhibition, % at 10 µM; hit rate 0.61% among 280,000; AID 2071; in the data active means inhibition mostly above about 24%, no sharp cut-off; inactive means mostly below about 32%; further: some compounds called inactive have numbers as strong as hits
PHOSPHO1 block – inhibitors of human PHOSPHO1 phosphatase; inhibition, % at 13.3 µM; recombinant PHOSPHO1, absorbance phosphatase assay; hit rate 1.1% among 290,000; in the data active means inhibition above about 60%
Target sequence (Q8TCT1 whole entry, looked up): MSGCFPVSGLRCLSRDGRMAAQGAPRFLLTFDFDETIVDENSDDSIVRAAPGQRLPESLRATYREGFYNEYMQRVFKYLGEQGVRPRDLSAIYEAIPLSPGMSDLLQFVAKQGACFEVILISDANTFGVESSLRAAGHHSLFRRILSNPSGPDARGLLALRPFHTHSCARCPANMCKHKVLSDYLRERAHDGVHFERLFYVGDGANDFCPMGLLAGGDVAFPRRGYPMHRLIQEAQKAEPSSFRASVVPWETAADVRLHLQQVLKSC
FID counter – fluorescent intercalator displacement, NS3 helicase counter-screen | hit rate 0.17% among 290,000 | DNA fluorescent intercalator displacement, fluorescence | inhibition, % at 7.9 µM; in the data active means inhibition above about 37%;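 further: 0% = vehicle and 100% = reference compound; higher means more ethidium bromide displaced from hairpin DNA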
MEKK2 mut-MEK5 – signal of MEK5 binding to mutant human MEKK2 PB1 domain | bead flow cytometry, Alexa488-MEK5 binding to MEKK2 mutant | percent response, % at 10 µM | hit rate 0.35% among 290,000; in the data active means percent response above about 24%, passing the limit was not always enough; further: inactives centre near 1; some results filed as inactive read as strong as hits; reference of the scale not given here
MEKK3 PB1 HTS – MEKK3-MEK5 PB1 interaction, increase or decrease; binding response (% of control), % at 10 µM; AID 1529; bead-based flow cytometry, Alexa488-MEK5 binding to MEKK3; actives lie on both sides; 0 = blocked by unlabeled MEK5, 100 = vehicle; hit rate 1.4% among 290,000; Q99759;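 active means binding response more than 3 SD above or below the average of its plate-row segment, actives on both sides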;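 further: Alexa488 bead fluorescence after subtracting the streptavidin-only scavenger bead signal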
MEKK2 WT-MEK5 – raises or lowers MEK5 binding to wildtype human MEKK2 PB1 domain. hit rate 1.1% among 290,000. Q9Y2U5. bead flow cytometry, Alexa488-MEK5 binding to MEKK2 WT; actives lie on both sides. binding response (% of control), % at 10 µM. AID 1531; in the data active means binding response below about 67% or above about 130%
GPR7 antagonist – blocks human GPR7 receptor signaling | P48145 | GPR7-expressing cells, fluorescence antagonist assay | inhibition, % at 4.4 µM | hit rate 1.1% among 290,000 | AID 1861; in the data active means inhibition above about 16%, passing the limit was not always enough;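 further: cells stimulated with the agonist NPW; 0% = agonist with vehicle and 100% = vehicle without agonist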
Target sequence (P48145 whole entry, looked up): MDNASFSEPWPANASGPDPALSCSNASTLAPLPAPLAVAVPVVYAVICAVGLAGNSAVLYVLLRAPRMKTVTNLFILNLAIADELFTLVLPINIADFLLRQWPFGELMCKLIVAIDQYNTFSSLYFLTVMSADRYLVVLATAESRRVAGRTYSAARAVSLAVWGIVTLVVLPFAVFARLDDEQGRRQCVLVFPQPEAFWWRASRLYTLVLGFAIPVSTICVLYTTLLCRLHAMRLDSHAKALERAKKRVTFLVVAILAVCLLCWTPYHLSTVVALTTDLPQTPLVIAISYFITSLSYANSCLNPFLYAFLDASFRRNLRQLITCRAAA
OXTR agonist – human OXTR agonism; CHO-OTR cells, Fluo-8 calcium fluorescence; normalized: DMSO 0%, oxytocin 100%; hit rate 0.32% among 320,000; activation, % at 3 µM;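 active means activation above the mean of all tested compounds plus 3 SD, cutoff set per screening run, cut at about 20% in these data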;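 further: peak over basal fluorescence ratio from a 100 s FLIPR kinetic read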
Target sequence (P30559 whole entry, looked up): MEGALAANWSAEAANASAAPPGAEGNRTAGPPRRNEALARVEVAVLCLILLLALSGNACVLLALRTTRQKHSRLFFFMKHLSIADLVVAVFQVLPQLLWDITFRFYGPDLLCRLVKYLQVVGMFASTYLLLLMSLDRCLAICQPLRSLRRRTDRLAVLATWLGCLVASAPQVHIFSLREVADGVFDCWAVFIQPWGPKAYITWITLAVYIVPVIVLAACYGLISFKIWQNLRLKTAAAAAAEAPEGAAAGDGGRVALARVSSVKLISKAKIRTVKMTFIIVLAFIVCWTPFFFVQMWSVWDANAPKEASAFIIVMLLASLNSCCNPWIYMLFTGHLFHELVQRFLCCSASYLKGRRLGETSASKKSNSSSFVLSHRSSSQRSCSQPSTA
PfM18AAP inh – PfM18AAP enzyme inhibition; recombinant PfM18AAP, H-Glu-NHMec fluorogenic cleavage; inhibition, % at 7.35 µM; hit rate 1.2% among 290,000;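 active means inhibition above the campaign mean inhibition over all tested compounds plus 3 SD, cut at about 28% in these data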;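 further: 0% = plate median of test compound wells and 100% = 2 mM ZnCl2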
An asterisk follows results filed as active; · = not tested or not shown.

SMILES	NALP1 yeast inh	PHOSPHO1 block	FID counter	MEKK2 mut-MEK5	MEKK3 PB1 HTS	MEKK2 WT-MEK5	GPR7 antagonist	OXTR agonist	PfM18AAP inh
Cc1ccc2c(=O)cc(C(F)F)oc2c1	41*	4	17	7	107	104	-10	-0.9	2
O=S(=O)(NCCC1=CCCCC1)c1ccc(Br)cc1	2	27	-22	3	95	99	-17	-1.0	3
COCC(=O)N1CCC(Oc2ccc(C(=O)N3CCCCCCC3)cc2)CC1	11	28	-42	7	102	105	-5	2.4	-6
CC1CCN(C(=O)Cn2nc(C(F)(F)F)c3c2CCCC3)CC1	-9	1	4	1	97	104	-2	-0.8	-6
CCC1C2CN(C(C)=O)CC=C2C(C#N)=C(N)C1(C#N)C#N (stereo unspecified)	-1	0	-2	-3	93	95	-9	-0.2	0
CCC1(CC)N([O-])C(C)=C(c2ccccc2)[N+]1=O	6	19	1	7	99	103	-12	-0.1	-8
COc1ncnc2c1N[C@@](C)(O)c1c(F)c(F)c(F)c(F)c1S2	-2	-7	-3	-8	95	94	-3	-0.8	-5
CCc1nc(SCC(=O)Nc2nnc(CC)s2)c2c(C)c(C)sc2n1	4	16	0	1	102	104	-9	1.3	7
CCOC(=O)CNc1ccc2c(c1)OCO2	-10	13	1	-1	95	96	-13	0.6	23
CCn1c(O)c(C=C2N=c3ccccc3=N2)sc1=S	14	-14	0	-5	97	90	-18	0.6	5
COc1ccc(C(=O)N2CCOC2CNC(=O)C(=O)NCc2ccc(F)cc2)cc1 (stereo unspecified)	-5	19	-21	8	101	108	-18	-1.5	-1
C=CCn1c(COc2ccc3c(c2)CCCC3)nnc1SCC(=O)Nc1cccc(SC)c1	-7	-3	-24	0	101	102	-5	1.1	-7
COc1ccccc1-n1cnc2c(c1=O)c1nc3ccccc3nc1n2CCc1ccccc1	28	-10	6	-7	96	81	2	-1.1	-2
O=C(COC(=O)CCCOc1ccc(Cl)cc1Cl)NCc1ccccc1	27	14	-20	6	104	112	-6	1.1	0
Cc1cc2c(o1)CC(C)(C)CC2=O	13	-16	-2	-6	78	87	-11	0.3	-9
CC(=O)n1cc([C@@H]2C=C(C(=O)O)O[C@H](OCc3ccc(CO)cc3)C2)c2ccccc21	1	16	-37	2	91	105	-1	1.7	-11
Cc1ccc(N(C(=O)c2snc(C(N)=O)c2N)C(C(=O)NC2CCCC2)c2ccncc2)cc1 (stereo unspecified)	-8	23	-23	-2	102	102	-15	-0.2	-1
O=C(Nc1cccc(NC(=O)c2c(F)cccc2F)n1)c1c(F)cccc1F	25	44	-4	-2	105	103	29	2.9	4
O=C(c1ccc(Cl)c(S(=O)(=O)N2CCOCC2)c1)N1CCN(c2ccccc2)CC1	6	51	-38	7	104	107	-6	-0.2	0
CC12CCC(C(=O)N(NC(=O)c3ccccc3Cl)C1=O)C2(C)C (stereo unspecified)	26	0	-4	-1	104	102	-7	-0.4	-3
Cc1cccc(NC(=O)CC2SC(=NC3CCCCC3)NC2=O)c1 (stereo unspecified)	4	11	-29	14	110	112	-5	-2.0	-4
CN(c1ccc(C(=O)NCCc2ccccc2)cc1)S(C)(=O)=O	8	8	-6	-5	95	95	-4	0.4	17
Cc1cc(NC(=O)CSc2nc(-c3ccco3)cc(C(F)(F)F)n2)n(-c2ccccc2)n1	11	-7	-4	4	97	104	-9	-1.4	2
CC(C)NCC(O)COCCOc1ccc(Br)cc1 (stereo unspecified)	8	-10	30	-5	87	92	17	0.4	1
COc1ccc(N(C(=O)COc2ccccc2OC)S(=O)(=O)c2ccc(C)cc2)cc1	-20	18	-22	3	98	101	-14	1.2	-1
Clc1ccc(-c2ccnc(Oc3ccc4ccccc4c3)n2)cc1	28	33	-2	1	108	108	-5	-0.3	7
CC1(C)CC(=O)C/C(=N\NC(=O)C2CC23CCC3)C1 (stereo unspecified)	1	41	-6	2	104	103	15	-0.3	8
COC(=O)C1=C(C)Nc2c(c(=O)n(C)c(=O)n2C)C1c1cccc(O)c1 (stereo unspecified)	0	33	-4	-4	98	100	-18	0.4	0
COc1ccnc(Oc2ccc(F)cc2)c1-c1ncn[nH]1	6	-29	-4	-2	96	100	-8	1.4	-18
O=C(NCc1ccco1)c1cc2c(s1)CSC2	·	23	-5	5	107	104	-19	-0.7	15
Cc1c(O)ccc(-c2n[nH]c(C(=O)O)c2-c2nc3ccccc3s2)c1O	-6	4	-14	6	106	101	0	-0.1	30*
CCC(=O)Nc1cc(C(C)(C)C)ccc1C(C)=O	33	-11	-2	1	99	101	0	-0.8	9
CCCN1CCN(CCCNC(=O)Cn2nc(C)n3c(cc4cc(F)ccc43)c2=O)CC1	5	43	17	3	101	104	0	0.3	4
O=C(Nc1ccc2c(c1)CCC2)c1cc(=O)[nH]c2ccccc12	28	-6	2	-4	97	98	-5	-0.5	-16
O=S(=O)(c1cnc(Cl)c(Br)c1)N1CCN(c2ncccn2)CC1	9	3	-2	-4	94	94	-6	0.2	3
COc1ccc(N(CC(=O)NC2CCCC2)C(=O)CS(=O)CC(=O)Nc2ccc3c(c2)OCO3)cc1 (stereo unspecified)	4	17	-18	-1	103	107	-4	-0.8	3
O=c1c2ccccc2c(/C=N/n2cnnc2)c(O)n1-c1ccccc1	-10	-3	-25	-1	102	97	-2	-0.6	65*
CSc1ccc(S(=O)(=O)Nc2ccc(OCC(=O)N3CCOCC3)cc2)cc1	16	27	-19	-4	100	101	6	0.9	24
CSc1nc2sc3c(c2c(=O)[nH]1)CC(C)(C)OC3	8	-2	-6	4	103	106	-10	-0.1	-5
O=c1[nH]c(C(F)(F)F)nc2ccccc12	5	-15	0	-6	100	103	-8	10	-5
CCn1cc(/C=C/C(=O)Nc2ccc(C)cc2Br)cn1	35	-4	-19	1	96	99	3	1.9	-4
Cc1ccc(C)n1-c1ccc(N2CCOCC2)c([N+](=O)[O-])c1	-10	12	2	2	100	98	15	-0.8	16
CCc1sc(N(C(=O)Cc2ccccc2)c2ccccc2)nc1-c1ccccc1	17	6	0	-5	95	95	-7	-0.8	-3
Cc1cccc2cc(/C=N/NC(=O)c3ccccc3O)c(Cl)nc12	45	-5	-2	-2	100	93	-3	1.1	0
Cn1c(=O)[nH]c(=O)c2c1nc(N1CCOCC1)n2CCSc1nnnn1-c1ccccc1	·	32	-21	7	108	104	-3	0.5	-2

6 structures from above, arranged by formula weight, largest number first.
SMILES	NALP1 yeast inh	PHOSPHO1 block	FID counter	MEKK2 mut-MEK5	MEKK3 PB1 HTS	MEKK2 WT-MEK5	GPR7 antagonist	OXTR agonist	PfM18AAP inh
COc1ccc(N(CC(=O)NC2CCCC2)C(=O)CS(=O)CC(=O)Nc2ccc3c(c2)OCO3)cc1 (stereo unspecified)	4	17	-18	-1	103	107	-4	-0.8	3
O=S(=O)(c1cnc(Cl)c(Br)c1)N1CCN(c2ncccn2)CC1	9	3	-2	-4	94	94	-6	0.2	3
Cc1cccc2cc(/C=N/NC(=O)c3ccccc3O)c(Cl)nc12	45	-5	-2	-2	100	93	-3	1.1	0
CCn1cc(/C=C/C(=O)Nc2ccc(C)cc2Br)cn1	35	-4	-19	1	96	99	3	1.9	-4
O=C(Nc1ccc2c(c1)CCC2)c1cc(=O)[nH]c2ccccc12	28	-6	2	-4	97	98	-5	-0.5	-16
Cc1ccc(C)n1-c1ccc(N2CCOCC2)c([N+](=O)[O-])c1	-10	12	2	2	100	98	15	-0.8	16

Going on with the list.
SMILES	NALP1 yeast inh	PHOSPHO1 block	FID counter	MEKK2 mut-MEK5	MEKK3 PB1 HTS	MEKK2 WT-MEK5	GPR7 antagonist	OXTR agonist	PfM18AAP inh
Cc1ccc(OCC(=O)N2CCN(C(=O)CCC3CCCC3)CC2)cc1	6	-18	-43	7	108	112	-1	-0.8	-9
CCCS(=O)(=O)N1CCN(C2Cc3ccccc3C2)CC1	·	24	-4	-27	79	73	12	0.2	8
COC(=O)C1=C(C)N(Cc2ccccc2)C(=NCc2cc(OC)c(OC)c(OC)c2)N[C@H]1c1cccc(F)c1	8	-47	23	15	101	110	11	21*	6
COc1ccc(OC)c(N(CC(=O)NCc2ccncc2)S(C)(=O)=O)c1	23	12	-2	13	104	104	-10	0.6	2
O=C(C1CCC(CNS(=O)(=O)c2cccs2)CC1)N1CCN(c2ccc(Cl)cc2)CC1 (stereo unspecified)	9	37	-53	2	103	106	7	5.0	-1
CCOc1ccc(NC(=O)N(CCC(C)C)C2CCN(C(C)=O)CC2)cc1	-13	17	-9	4	100	101	-2	-0.4	-1
COc1ccc2c(c1OC)C(=O)N1N=C(c3ccc(Cl)cc3)CC21 (stereo unspecified)	27	-14	-19	7	97	102	6	1.4	-8
CCOC(=O)C1CCN(S(=O)(=O)c2ccc(OCC(=O)OC)cc2)CC1	12	-54	-17	0	100	101	0	-0.4	0
CSc1nc2nc3c(cc2c(=O)n1-c1ccc(C)cc1)COC(C)(C)C3	37	20	-24	29	129*	116	-20	2.3	2
COc1ccc(NCC(=O)N/N=C/c2c(C)nn(Cc3ccccc3)c2Cl)cc1	21	-13	-16	5	104	102	5	-1.5	5
CCc1ccc(NC(=O)c2cnn3ccccc23)cc1	2	-21	-8	15	109	113	14	-0.5	-10
CC1(C)Cc2c(sc(NC(=O)c3ccc(Br)o3)c2C#N)CO1	7	24	-4	-5	102	93	-2	0.8	10
Brc1ccccc1OCCCCCN1CCOCC1	11	-8	8	0	100	104	-8	0.1	0
O=C(CN1C(=O)c2ccccc2S1(=O)=O)c1ccc(F)c(F)c1	4	53	-5	6	104	104	-6	0.7	10
CC(=O)c1ccc(N2Cc3ccccc3/C2=N\C(=O)Nc2ccccc2)cc1	38	-17	-1	18	104	121	-6	0.5	3
COc1cc(CN2C(=S)NC(C)(C)CC2(C)O)cc(OC)c1 (stereo unspecified)	16	-2	-6	-2	89	95	-2	-0.3	-5
CN(C)C(=O)[C@H]1C[C@H]1[C@@H](O)[C@H](CO)NC(=O)[C@H](Cc1ccccc1)NC(=O)OC(C)(C)C	-6	-2	-20	-2	101	101	2	-0.3	11
O=C(COC(=O)C(O)c1ccccc1)c1ccc2c(c1)OCCO2 (stereo unspecified)	12	2	-4	4	96	106	-3	-0.7	-1
COc1ccccc1N(CC(=O)NCCN1CCOCC1)S(=O)(=O)c1ccccc1	-24	36	-6	2	103	102	8	0.6	-14
O=C(Nc1ccc2c(c1)S(=O)(=O)N=C1CCCCCN12)c1ccccc1Cl	16	4	-11	4	103	101	-3	0.1	-10
Cc1[nH]n(-c2ccccc2)c(=O)c1C=NC1CCCCC1	6	-23	-16	-10	107	89	6	-1.9	4
O=C(CCCCn1c(=O)[nH]c2ccccc2c1=O)N1CCN(c2cccc(C(F)(F)F)c2)CC1	12	9	-21	1	98	99	8	6.3	15
Cc1nc2ccccc2nc(C)c1=NOCC(=O)N(c1ccccc1)C(C)C	-18	19	-2	2	106	105	-11	-0.8	-3
COC(=O)c1ccccc1S(=O)(=O)Nc1ccc2cn[nH]c2c1	10	20	17	4	99	105	-15	0.8	5
Cc1ccccc1NC(=O)c1ccc(Cl)c(NC(=O)c2ccncc2)c1	26	-3	-4	-1	97	93	-12	0.4	-4
CC1CC(C)CN(CCCNC(=O)CCC(=O)N2CC(C)Oc3ccccc32)C1 (stereo unspecified)	4	-119	4	0	103	107	4	-0.2	-12
CC(=O)c1cc(C(=O)Nc2ccc3ccccc3c2)c(C)o1	7	2	-4	1	100	101	-9	-0.2	6
CN1CCN(C(=O)c2ccc(COc3ccc(Cl)cc3Cl)cc2)CC1	13	-11	0	8	103	105	-2	5.1	-2
CN1CCc2cccc3c2C1Cc1ccc(O)c(O)c1-3 (stereo unspecified)	34	25	15	7	105	112	-15	4.2	75*
COC(=O)[C@@H]1CCCN1C(=O)[C@@H](NC(=O)OC(C)(C)C)C(C)C	·	·	·	3	104	108	·	0.5	·
COC(=O)C1CCN(c2nc3ccccc3nc2C(C#N)C(=O)OCC(C)C)CC1 (stereo unspecified)	1	-10	9	0	100	91	-10	-1.5	-10
